Screening results: PubChem, Dana-Farber Cancer Institute and Novartis Institutes for BioMedical Research (Cambridge, Mass)
USP10 inh – inhibitors of human USP10 deubiquitinase; Ubiquitin carboxyl-terminal hydrolase 10 (Homo sapiens), Q14694; purified USP10, Ub-rhodamine fluorescence, 60 min; inhibition, % at 20 µM; hit rate 1.1% among 47,000; AID 1645856, 2021
USP28 inh – inhibitors of human USP28 deubiquitinase. Ubiquitin carboxyl-terminal hydrolase 28 (Homo sapiens), Q96RU2. purified USP28, Ub-rhodamine cleavage fluorescence, 30 min. inhibition, % at 25 µM. hit rate 3% among 47,000. AID 1645857, 2021
OTUD3 block – inhibitors of human OTUD3 deubiquitinase | purified OTUD3, Ub-rhodamine fluorescence, 2 h | inhibition, % at 25 µM | hit rate 0.7% among 47,000 | AID 1645858, 2021
Target sequence (Q5T2D3 whole entry, looked up): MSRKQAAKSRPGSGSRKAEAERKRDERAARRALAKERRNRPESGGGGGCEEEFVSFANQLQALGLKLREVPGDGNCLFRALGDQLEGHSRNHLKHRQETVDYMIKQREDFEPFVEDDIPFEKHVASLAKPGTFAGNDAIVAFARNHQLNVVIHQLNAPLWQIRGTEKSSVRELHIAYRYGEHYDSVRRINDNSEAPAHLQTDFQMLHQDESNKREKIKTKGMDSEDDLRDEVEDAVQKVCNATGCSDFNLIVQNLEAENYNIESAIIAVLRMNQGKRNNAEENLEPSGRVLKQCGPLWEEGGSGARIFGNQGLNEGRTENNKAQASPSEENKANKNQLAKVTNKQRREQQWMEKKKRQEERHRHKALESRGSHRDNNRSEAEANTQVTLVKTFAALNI
USP7 inh – inhibitors of human USP7 deubiquitinase. inhibition, % at 20 µM. AID 1645854, 2021. hit rate 0.3% among 47,000. Ubiquitin carboxyl-terminal hydrolase 7 (Homo sapiens), Q93009. purified USP7, Ub-rhodamine cleavage fluorescence
USP8 block – inhibitors of human USP8 deubiquitinase; Ubiquitin carboxyl-terminal hydrolase 8 (Homo sapiens), P40818; purified USP8, Ub-rhodamine cleavage fluorescence, 30 min; inhibition, % at 20 µM; hit rate 4.2% among 47,000; AID 1645853, 2021
USP30 block – inhibitors of human USP30 deubiquitinase; Ubiquitin carboxyl-terminal hydrolase 30 (Homo sapiens), Q70CQ3; purified USP30, Ub-rhodamine cleavage fluorescence; inhibition, % at 25 µM; hit rate 5.3% among 47,000; AID 1645860, 2021
UCHL1 block – inhibitors of human UCHL1 deubiquitinase; Ubiquitin carboxyl-terminal hydrolase isozyme L1 (Homo sapiens), P09936; purified UCHL1, Ub-rhodamine cleavage fluorescence; inhibition, % at 20 µM; hit rate 0.2% among 47,000; AID 1645859, 2021
Target sequence (P09936 whole entry, looked up): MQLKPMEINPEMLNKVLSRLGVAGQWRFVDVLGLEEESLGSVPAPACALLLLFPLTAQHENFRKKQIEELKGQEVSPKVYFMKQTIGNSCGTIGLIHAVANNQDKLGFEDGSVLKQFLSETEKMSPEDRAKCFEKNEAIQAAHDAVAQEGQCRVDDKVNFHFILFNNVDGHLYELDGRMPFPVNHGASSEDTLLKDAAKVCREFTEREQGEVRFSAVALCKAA
USP17 inh – inhibitors of human USP17 deubiquitinase. purified USP17, Ub-rhodamine cleavage fluorescence, 3 h. inhibition, % at 50 µM. hit rate 6.5% among 47,000
Numbers without * were called inactive; . = not tested or not shown. No stated cut-off is given here; in the data, active means inhibition above about 30%; inactive means the rest.

SMILES	USP10 inh	USP28 inh	OTUD3 block	USP7 inh	USP8 block	USP30 block	UCHL1 block	USP17 inh
COc1ccc2[nH]c3c(c2c1)CCN1C(=O)CN(C2CC2)C(=O)[C@]31C	0	-25	-16	-3	-4	-32	-4	-4
COc1ccc(NC(=O)NCCN2CCN(c3ccc(Cl)cc3)CC2)cc1	1	14	3	-2	-3	15	1	3
CC(=O)N1c2ccccc2NC2=C(C(=O)CC(c3ccc(C(C)(C)C)cc3)C2)C1c1cccnc1 (stereo not drawn)	-2	-21	-39	-2	-13	-23	1	-115
CCn1c(SCC(=O)NCCc2ccccc2)nnc1-c1ccc2c(c1)OCCO2	-2	0	-5	-4	0	0	-4	-2
COc1ccc(NS(=O)(=O)c2cc(OC)ccc2NC(=O)c2cc3c(s2)CCC3)cc1	-3	0	7	6	-1	-17	0	31*
COC[C@@H]1C[C@@]1(CN1CCN(S(C)(=O)=O)CC1)c1ccccc1	3	5	10	1	18	17	1	-19
Cc1ccc(CSc2nnc(C3CCCN3)o2)cc1 (stereo not drawn)	2	0	2	-7	-12	-19	0	-3
FC(F)(F)c1cccnc1N1CCN(c2ncnc3nc[nH]c23)CC1	0	-1	-1	-3	1	17	-2	8
C=C(Br)CSc1nc(N)c2c3c(sc2n1)COC(C)(C)C3	-6	-66	-25	-5	-25	-180	-7	-60
CN(CC(=O)Nc1cccc(Cl)c1)Cc1nc2ccccc2c(=O)[nH]1	-2	-6	-13	-6	-26	-23	0	-14
O=c1[nH]c2nc(N3CCN(c4ccccn4)CC3)ncc2c(=O)n1Cc1ccccc1	0	14	7	2	18	21	1	13
Cc1ccc(N2CC[C@@H]3[C@@H]2CCN3C(=O)N(C)C)nn1	-6	0	10	4	-45	-12	0	0

The last 4 records of the part before lead into the next.
SMILES	USP10 inh	USP28 inh	OTUD3 block	USP7 inh	USP8 block	USP30 block	UCHL1 block	USP17 inh
C=C(Br)CSc1nc(N)c2c3c(sc2n1)COC(C)(C)C3	-6	-66	-25	-5	-25	-180	-7	-60
CN(CC(=O)Nc1cccc(Cl)c1)Cc1nc2ccccc2c(=O)[nH]1	-2	-6	-13	-6	-26	-23	0	-14
O=c1[nH]c2nc(N3CCN(c4ccccn4)CC3)ncc2c(=O)n1Cc1ccccc1	0	14	7	2	18	21	1	13
Cc1ccc(N2CC[C@@H]3[C@@H]2CCN3C(=O)N(C)C)nn1	-6	0	10	4	-45	-12	0	0
Cc1cc(CC2COCCN(C(=O)c3ccc4nc[nH]c4c3)C2)ncn1 (stereo not drawn)	-1	-9	-11	1	-6	-19	-1	-13
CCOc1ccccc1N(C)C(=O)c1cccc2c1SCCC2=O	2	-2	-1	-7	9	8	0	5
CCN1CCc2nc3ccccc3c(C(=O)Nc3ccc(F)cc3)c2C1	-2	-56	-59	-17	-24	-246	-12	-69
O=C(Cn1ccc2c(Cl)cccc21)NC1CCN(Cc2ccccc2)CC1	0	-1	6	-19	-18	-1	2	10
CNC(=O)[C@@]12CCC3(CCN(C(=O)NC(C)C)CC3)[C@@H]1CN(C)C2	-2	0	5	1	-1	5	-2	-22
CC(=O)Nc1ccc(N(C(=O)c2cnccn2)C(C(=O)NC2CCCCC2)c2ccc(Cl)cc2)cc1 (stereo not drawn)	-9	-22	-17	-30	-39	-15	-5	20
Cc1ccc(C(=O)N(Cc2ccccc2)S(=O)(=O)c2ccc3c(c2)n(C)c(=O)n3C)cc1	2	7	8	3	12	22	-1	7
Cc1cccc(NC(=O)CSc2nnc(-c3ccoc3C)o2)c1	4	-12	0	-25	-10	13	-1	5
Cc1ccnc2nc(C(=O)NCCc3ccc(F)cc3)nn12	2	-7	-2	-2	-1	-26	-2	-2
CCOC(=O)C1C(=O)NC(c2ccccc2)=NC1c1ccc(O)c(OC)c1 (stereo not drawn)	1	.	-1	-1	2	.	-2	-3
Cc1n[nH]c(C)c1CC(=O)N1CCC(c2cc(=O)n3[nH]ccc3n2)CC1	0	-7	-9	4	-7	-3	-2	-4
CN(C)c1nc(NCc2ccccc2)nc(Oc2ccc(=O)[nH]n2)n1	-1	33*	10	-1	0	31*	0	9
CNC(=O)c1cc2c(nc1NC(C)C)CCN(CCc1ccccc1)CC2	-7	-19	-24	-10	-48	-95	3	-48
O=C(NCc1ccccc1)c1cc(N2CCCC2)n2nccc2n1	-5	-121	-119	-108	-116	-390	-117	-118
COC(=O)C1=C[C@@H](O)[C@@H](O)[C@@H](O)C1	2	-2	0	5	16	22	1	-3
COc1cc(OC)cc(-c2nc(-c3nnn(Cc4ccccc4)c3C)no2)c1	5	16	7	0	5	6	2	5
CSc1cccc(NC(=O)CC(=O)Nc2ccc3nc4n(c(=O)c3c2)CCCCC4)c1	-8	-4	-6	2	-9	-59	-4	34*
Cn1cnnc1SCC(=O)Nc1ccc(N2CCOCC2)c(Cl)c1	0	-13	-10	2	-4	8	0	-12
CC1CC(C)CN(c2ncc3c(n2)CC(c2ccccc2)CC3=O)C1 (stereo not drawn)	8	-1	-7	-14	2	-5	-1	-1
Brc1ccc(OCCSc2nnnn2-c2ccccc2)cc1	10	0	8	2	8	7	5	0
CCn1nccc1C(=O)N1CCc2[nH]nc(-c3ccc(C)cc3)c2C1	-2	.	1	-2	0	.	0	-14
Cc1nc(-c2noc(-c3cccc(F)c3)n2)cn1CC(=O)Nc1ccccc1	62*	-5	-6	-33	38*	-4	18	-17
NS(=O)(=O)c1ccc(NC(=O)c2ccc3c(c2)CC(c2ccccc2)OC3=O)cc1 (stereo not drawn)	14	24	0	0	1	20	2	19
CN(C)c1cc(N2CCCC(NC(=O)Cc3ccc(F)cc3)C2)ncn1 (stereo not drawn)	6	6	-1	2	3	2	1	2
O=C(NCCS(=O)(=O)N1CCN(c2ncccn2)CC1)c1c(F)cccc1Cl	-1	2	7	3	9	16	1	9
O=C(Cc1ccccc1)N(Cc1ccc(-c2ccc(F)cc2)o1)C1CCS(=O)(=O)C1 (stereo not drawn)	7	6	13	-24	14	24	4	8
CC1(C(=O)NC2CCCCCC2)Cn2c(cc3occc32)C(=O)N1Cc1ccccc1F (stereo not drawn)	-4	-72	-50	-37	-2	-130	-1	-66
O=C1COc2ccc(C(=O)NCc3ccc4c(c3)OCO4)cc2N1	2	9	-1	3	2	0	1	-6
CC(=O)N1c2ccc(S(=O)(=O)N3CCC(C(=O)NCCc4cccc(C)c4)CC3)cc2CC1C (stereo not drawn)	-4	3	0	0	-19	-19	2	-13
Cc1cc(N2CCCC2)n2nc(CN3CCN(c4ccccn4)CC3)nc2n1	0	-4	-5	-5	-2	-2	-4	-7
CCCCCn1c(=O)[nH]c2cc(C(=O)N3CCN(c4ncccn4)CC3)ccc2c1=O	0	-13	-2	-5	-38	-19	0	-4
Cc1ccccc1NC(=O)CCc1c(C)nn2cnnc2c1C	-1	-5	-2	3	4	1	-1	-5
COc1ccc(-c2nc(CNC(=O)COc3ccc(C)cc3)cs2)cc1	7	7	9	4	7	12	2	57*
O=C(COc1ccc(F)c(Cl)c1)N1CCCC(c2[nH]nc3nccnc23)C1 (stereo not drawn)	-3	4	-1	-11	-3	-51	-4	1
O=C(CCc1nc2sc3c(c2c(=O)[nH]1)CCCC3)Nc1ccc(F)cc1	4	-13	-12	0	-56	-33	-3	3
COc1ccc(N2CCN(c3c(CN4CCCC4)c(=O)oc4ccccc34)CC2)cc1	1	-1	0	-18	-1	3	-1	0
COc1ccc(N2CCN(C(=O)c3cncc(NS(=O)(=O)c4ccc(NC(C)=O)cc4)c3)CC2)cc1	0	0	6	5	0	2	0	5
Cn1c(=O)c2ccccc2n2c(CCC(=O)NCCC3=CCCCC3)nnc12	4	10	4	-6	6	2	2	0
CC(C)c1ccc(NC(=O)c2cc3ncc(Br)cn3n2)cc1	26	-16	-4	-128	61*	-38	14	52*
Cc1nn(-c2ccc(F)cc2)c(C)c1S(=O)(=O)N(C)Cc1ccccc1	6	7	15	9	6	7	5	10
COc1cc(/C=C/C(=O)NCCN2CCOCC2)cc(OC)c1OC	-1	0	5	2	11	6	0	7
Cc1cc(C(=O)N2CCC(Cc3ccncc3)CC2)c(=O)[nH]c1C	4	6	17	3	10	28	0	8
CCC(C)Nc1cc2n(c(=O)n1)CCc1cc(OC)c(OC)cc1-2 (stereo not drawn)	-2	-85	-69	-37	-41	-254	-41	-87
O=C(CN1CCN(CC(=O)Nc2ccc3c(c2)OCO3)CC1)Nc1ccc(F)cc1	0	-1	-4	3	38*	-29	0	20
COC(=O)C(Cc1c[nH]c2ccccc12)NC(=O)Cc1ccccc1F (stereo not drawn)	-4	-17	-9	-4	-30	-27	-2	-15
Cc1ccc(C(=O)N2CCC3(CC2)COCCN(CC(=O)N(C)C)C3)cc1	1	7	10	7	-2	21	2	4
O=C(NCc1ccc(F)cc1)c1ccc2noc(-c3ccc(F)cc3)c2c1	19	-4	-5	-8	-81	-28	3	-14
Nc1ncnc2sc3c(c12)CCN(Cc1ccccc1)C3	-6	-41	-61	-60	-13	-234	-42	6
COc1ccc(CCNC(=O)C2CCCN(S(=O)(=O)N3CCC(C)CC3)C2)c(OC)c1 (stereo not drawn)	1	10	14	0	11	33*	0	17
COCc1cc(=O)[nH]c(N=C(NC(=O)c2ccccc2)Nc2ccccc2C)n1	0	9	8	5	17	22	3	10
CC(=O)NC(Cc1cccc(C)c1)C(=O)NC1CCN(C(=O)c2cccc(C)c2)CC1 (stereo not drawn)	1	-3	-3	0	-1	-12	0	-5
CC(=O)N1CC2(CCN(S(=O)(=O)c3ccccc3)CC2)C2(CCN(C)C2=O)C1 (stereo not drawn)	1	11	18	6	-13	0	2	2
O=C(NCc1ccc(F)cc1)c1nc(CS(=O)(=O)c2ccccc2)no1	0	-4	-9	-4	-2	-21	-4	-8
COc1cccc(NS(=O)(=O)c2ccc(-c3c(C)noc3C)cc2)c1	3	-3	-7	1	2	0	0	-2
O=C(c1sc2ccccc2c1C1CCNC1)N1CCOCC1 (stereo not drawn)	-1	1	3	-6	0	19	2	3
COc1ccc(COCC(O)CN2CCC(C(N)=O)CC2)cc1 (stereo not drawn)	0	15	19	6	25	24	0	14
CCn1cc(CN2CCc3nc(-c4ccccn4)[nH]c(=O)c3C2)c(C)n1	-8	-8	12	-5	-308	-17	-5	-46
O=C(c1ccco1)N1CCN(C(=O)c2cc3c(s2)CN(C2CC2)C3)CC1	-1	-10	-20	-20	1	-82	3	5
Cc1ccc(F)cc1S(=O)(=O)N1CCC(n2cnnc2C2CC2)CC1	0	9	11	0	11	10	0	4
COc1cccc(CNC(=O)c2cc(S(=O)(=O)N3CCOCC3)ccc2Cl)c1	1	-4	-5	-3	-4	0	-3	1

Entries of single compounds from above. Values in the order: USP10 inh, USP28 inh, OTUD3 block, USP7 inh, USP8 block, USP30 block, UCHL1 block, USP17 inh
COc1cc(OC)cc(-c2nc(-c3nnn(Cc4ccccc4)c3C)no2)c1 reads 5, 16, 7, 0, 5, 6, 2, 5
NS(=O)(=O)c1ccc(NC(=O)c2ccc3c(c2)CC(c2ccccc2)OC3=O)cc1 (stereo not drawn) reads 14, 24, 0, 0, 1, 20, 2, 19

The main list resumes with the two entries that preceded the break.
SMILES	USP10 inh	USP28 inh	OTUD3 block	USP7 inh	USP8 block	USP30 block	UCHL1 block	USP17 inh
Cc1ccc(F)cc1S(=O)(=O)N1CCC(n2cnnc2C2CC2)CC1	0	9	11	0	11	10	0	4
COc1cccc(CNC(=O)c2cc(S(=O)(=O)N3CCOCC3)ccc2Cl)c1	1	-4	-5	-3	-4	0	-3	1
CN(C)c1ccc(-c2noc(C(=O)NC3CC(C)(C)NC(C)(C)C3)n2)cc1	1	14	6	-20	15	26	1	5
CC(C)Cc1ccc(-c2cc3nc(NCc4ccco4)ccn3n2)cc1	-6	-4	-4	-9	13	-26	5	-1
COc1ccc2[nH]c3c(c2c1)CCN1C(=O)N(c2ccccc2C(=O)NCCc2ccccc2)C(=O)[C@]31C	1	-12	-6	0	-61	-21	-1	11
Cc1nc(N2CCN(C)CC2)ncc1-c1cc(=O)[nH]c(N2c3ccccc3CC2C)n1 (stereo not drawn)	1	-7	-6	0	-12	-6	-1	-3
CN1[C@@H](CCC(=O)N2CCN(c3ccccn3)CC2)CNC(=O)[C@@H]2[C@H]1CCN2CC(C)(C)C	-1	-5	-2	-2	-4	-13	-2	-5
Fc1cccc(CNc2cc(-n3ccnc3)ncn2)c1	1	32*	5	1	16	15	1	4
